# TTR transcr act – increases transthyretin transcription | hit rate 1.3% among 92,000 | SH-SY5Y TTR promoter Gaussia luciferase, luminescence; 100% = recombinant luciferase protein wells | activation, % at 16.7 µM | AID 1117267;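 active means activation above the mean of all tested compounds plus 3 SD, cut at about 9.5% in these data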;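 further: cells exposed to compounds for one day before reading; 0% = median of all test compound wells on the plate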
# * = called active by the depositor. These rows are one share of the data; the hit share may differ from the screen's.
TTR transcr act	Compound
2.8	COc1ccc([C@H]2CN(c3ccccc3)C(=O)[C@@H]2CC(=O)Nc2ccccc2)cc1
2.6	CCN(CC)CCn1c(SCC(=O)NCCC2=CCCCC2)nc2c(sc3ccccc32)c1=O
0.2	CC(=O)/C(=N\Nc1ccc(C)cc1)N1CCOCC1
-0.5	CCOc1ccccc1NC(=O)Cn1nc(-c2ccco2)ccc1=O
2.6	COc1ccc(COc2ccccc2C(N)=O)cc1F
-2.1	O=C(Nc1ccc(N2CCOCC2)cc1)c1ccc(COc2ccccc2)cc1
-3.7	CCCCCOc1ccc(Br)cc1/C(C)=N/NC1=NCCN1
0.9	CC1(C)Cc2ccccc2C(N)=C1C#N
0.7	Cc1ccc(SCC(=O)NCCSCc2ccccc2)cc1
-0.8	COc1cccc(N(CC(=O)NC2CCCC2)C(=O)Cn2nnc(-c3ccc(C)o3)n2)c1
3.0	CCN1CCN(CCNC(=O)c2ccc3c(c2)NC(=O)/C(=C\c2ccc(OC)c(OC)c2)S3)CC1
-0.4	Cc1ccc(C)c(N2N=C(C(=O)OCc3nnc(-c4cccs4)o3)CCC2=O)c1
-2.9	COc1cc2c3c(c1)C1(C(=O)N3C(C)(C)C=C2C)C(C#N)=C(N)Oc2cc(O)ccc21 (stereo not drawn)
-0.4	COc1ccc2[nH]c(C(=O)O)c(CCNC(C)=O)c2c1
-2.2	O=C(COc1ccc2c3c(c(=O)oc2c1)CCC3)NC1CCCCC1
-0.1	O=C(Nc1ccc(S(=O)(=O)N2CCOCC2)cc1)c1ccc([N+](=O)[O-])cc1Cl
0.1	Cc1cccc(NC(=S)NCCc2ccc(S(N)(=O)=O)cc2)c1C
3.4	CO[C@H]([C@H](C)/C=C/N(C)C=O)[C@@H](C)C(=O)CC[C@H](C)[C@H](O)[C@H](C)[C@H]1OC(=O)/C=C/C(C)=C/C[C@H](O)C[C@@H]2C=CC[C@@H](C[C@H](OC)[C@@H](C)[C@@H](OC)C[C@@H](OC)[C@@H]1C)O2
0.1	COC(=O)c1ccc(CSc2nccn2C)cc1
-0.7	O=C(COC(=O)c1cccnc1Cl)Nc1cccc(S(=O)(=O)N2CCOCC2)c1
-1.1	CC1Sc2ccc(S(=O)(=O)CCC(=O)Nc3ccccc3Cl)cc2NC1=O (stereo not drawn)
0.3	CCOC(=O)N1CCN(Cc2ccccc2Cl)CC1
-1.2	CCN(c1ccccc1)S(=O)(=O)c1ccc(Cl)c(C(=O)O)c1
8.6	CC(=O)c1ccc(OCCCC(=O)Nc2cccc(-c3nn[nH]n3)c2)cc1
1.6	CCOc1ccc(-n2c(C)c(C(=O)OC)c3cc(O)ccc32)cc1
-0.4	CCOC(=O)c1ccccc1NC(=O)C=C(C)C
-0.9	CC(C)(O)C#Cc1ccc(CN2CCCC(CO)(Cc3cccc(Cl)c3)C2)cc1 (stereo not drawn)
2.8	CCOC(=O)C(=O)c1csc(NC(=O)COc2ccc(N(C)S(=O)(=O)c3ccc(F)cc3)cc2)n1
1.7	Cc1ccc(NC(=O)COC(=O)COc2ccc3ccc(=O)oc3c2)cc1[N+](=O)[O-]
9.2	Cc1cc(NC(=O)CSc2ccc(Cl)cc2)no1
-1.2	CC1(C(=O)Nc2ccc3c(c2)OCO3)CCN1Cc1ccccc1OC(F)F (stereo not drawn)
2.4	CCOC(=O)c1cc(=O)cc(C(=O)OCC)o1
0.3	Cc1cccc(NC(=O)c2cnc3sccn3c2=O)c1
7.0	O=C(CCc1ccccc1)NCCCNC(=O)CCc1ccccc1
3.7	CN(Cc1nc2ccccc2c(=O)[nH]1)C(=O)c1cc2c(s1)CCCCC2
-1.4	O=C(Cn1nnc(-c2ccc(Cl)cc2)n1)NCc1ccco1
-1.7	Cc1nc2cc(-c3cccc(F)c3)nn2c(C)c1CCC(=O)NC(C)c1ccc2c(c1)OCCO2 (stereo not drawn)
5.5	COc1ccc(S(=O)(=O)Nc2ccccc2C(=O)NCc2ccco2)cc1Br
0.9	O=[N+]([O-])c1cccc(/C=N/n2cnnc2)c1
1.7	Nc1cc(=O)[nH]c(SCC(=O)N2N=C(c3ccc(Cl)cc3)CC2c2ccco2)n1 (stereo not drawn)
0.1	COc1ccccc1NC(=O)Nc1ccccc1Br
-1.6	CCOC(=O)c1cnc2ccc(OC)cc2c1Nc1ccc(N2CCN(C)CC2)cc1
-0.4	O=C(c1cnn(-c2ccccc2)c1)c1ccc2ccccc2c1O
1.1	COc1cc(S(=O)(=O)N2CCCCC2)ccc1NC(C)=O
0.9	CC1(C)C(=O)OC(c2c(F)c(F)c(F)c(F)c2F)C2(CCCCC2)C1=O (stereo not drawn)
1.3	Cc1ccc(OP(=O)(Nc2c(C)n(C)n(-c3ccccc3)c2=O)Oc2ccc(C)cc2)cc1
-1.3	CCSc1nnc(NC(=O)C(C)(C(F)(F)F)C(F)(F)F)s1
-0.5	CCc1ccc(/C=C2/Sc3ccccc3N(CC(=O)NCCCN3CCOCC3)C2=O)cc1
0.2	CN(C)c1ccc(/C=N/O)cc1
-2.8	COc1ccc(N2C(=O)C(Cl)=C(Nc3ccc(OC)cc3OC)C2=O)cc1
2.2	COCCNC(=O)c1onc(CCl)c1C(=O)OC
-2.1	Cc1ccc(/C=C/C(=O)Nc2nccs2)o1
-1.1	C[C@@H]1C=C(C(=O)N2CCN(Cc3ccc4c(c3)OCO4)CC2)O[C@H](OCCCCO)C1
-1.0	CCOc1ccccc1C(=O)Nn1c(C2CCC2)nc2ccccc2c1=O
-0.6	O=C(COC(=O)c1ccccc1O)NC12CC3CC(CC(C3)C1)C2
-0.9	COC(=O)c1cc(NC(=O)c2cc(C(C)(C)C)nn2Cc2cccc(C)c2)ccc1N1CCOCC1
-1.8	Cc1ccc(-n2nnnc2-c2ccccc2Br)cc1
1.2	O=C(Oc1ccc[nH]c1=O)C1CC1
-1.1	COc1ccc(C(=O)NCCNc2nc3c(C)cccc3cc2C#N)cc1
2.2	Cc1ccc(Cc2cc(-c3ccc(C)cc3)n[nH]c2=O)cc1

# Given with tabs: entries from further up.
molecule	TTR transcr act
COc1ccccc1NC(=O)Nc1ccccc1Br	0.1
CCOC(=O)c1cnc2ccc(OC)cc2c1Nc1ccc(N2CCN(C)CC2)cc1	-1.6
O=C(c1cnn(-c2ccccc2)c1)c1ccc2ccccc2c1O	-0.4
COc1cc(S(=O)(=O)N2CCCCC2)ccc1NC(C)=O	1.1
CC1(C)C(=O)OC(c2c(F)c(F)c(F)c(F)c2F)C2(CCCCC2)C1=O (stereo not drawn)	0.9
Cc1ccc(OP(=O)(Nc2c(C)n(C)n(-c3ccccc3)c2=O)Oc2ccc(C)cc2)cc1	1.3
CCSc1nnc(NC(=O)C(C)(C(F)(F)F)C(F)(F)F)s1	-1.3
CCc1ccc(/C=C2/Sc3ccccc3N(CC(=O)NCCCN3CCOCC3)C2=O)cc1	-0.5
CN(C)c1ccc(/C=N/O)cc1	0.2
COc1ccc(N2C(=O)C(Cl)=C(Nc3ccc(OC)cc3OC)C2=O)cc1	-2.8
COCCNC(=O)c1onc(CCl)c1C(=O)OC	2.2
Cc1ccc(/C=C/C(=O)Nc2nccs2)o1	-2.1
C[C@@H]1C=C(C(=O)N2CCN(Cc3ccc4c(c3)OCO4)CC2)O[C@H](OCCCCO)C1	-1.1
CCOc1ccccc1C(=O)Nn1c(C2CCC2)nc2ccccc2c1=O	-1.0
O=C(COC(=O)c1ccccc1O)NC12CC3CC(CC(C3)C1)C2	-0.6
COC(=O)c1cc(NC(=O)c2cc(C(C)(C)C)nn2Cc2cccc(C)c2)ccc1N1CCOCC1	-0.9
Cc1ccc(-n2nnnc2-c2ccccc2Br)cc1	-1.8
O=C(Oc1ccc[nH]c1=O)C1CC1	1.2

# (continued)
TTR transcr act	Compound
-2.0	COc1ccc(C(CCNCc2ccc(N(C)C)cc2)C(C)C)cc1 (stereo not drawn)
1.1	O=C(O)C1=C[C@@H](c2ccc(Br)cc2)C[C@@H](OCCCCO)O1
0.8	COc1ccc(NC(=O)/C(C#N)=C/c2ncc([N+](=O)[O-])n2C)c(OC)c1
-1.1	CN(CC(=O)Nc1ccc(S(N)(=O)=O)cc1)c1ccccc1
-0.7	O=C(CN1CCCC1)N1c2ccccc2C=Cc2ccccc21
0.7	CCOC(=O)CN1N=C(c2ccc(Cl)cc2)CCC1=O
0.0	O=C(CSc1ncn[nH]1)N1N=C2/C(=C/c3ccccc3)CCCC2C1c1ccccc1 (stereo not drawn)
0.9	COc1ccc(F)cc1S(=O)(=O)NC(Cc1ccccc1)C(N)=O (stereo not drawn)
1.2	CC(Oc1ccc(Cl)cc1Cl)C(=O)NCCCN(C)C (stereo not drawn)
-1.5	CC(C)COc1ccc(C/C(N)=N/n2cnnc2)cc1
-0.8	CC1CCCN(c2ccc([N+](=O)[O-])s2)C1 (stereo not drawn)
1.2	COc1cc(C(=O)Nc2ccccc2N2CCN(S(C)(=O)=O)CC2)cc(OC)c1OC
2.7	O=C(CCCCC(=O)N1CCOCCOCCOCC1)OCc1ccccc1
3.3	Cc1csc(NC(=O)c2ccncc2)n1
-1.6	COc1cc(CN(C2CC2)S(=O)(=O)c2ccccc2Br)cc(OC)c1
-0.3	COCCCNC(=O)Cn1cc(C(=O)c2cccs2)c2ccccc21
1.4	O=C(c1ccccc1)N1CCN(C(=O)c2ccncc2)CC1
-2.8	O=C(CN1CCN(c2ncc(C(F)(F)F)cc2Cl)CC1)N1CCN(c2ncc(C(F)(F)F)cc2Cl)CC1
0.6	CC(=O)/C=N/Nc1ccccc1
0.6	CC(=O)c1ccc(Oc2cc(C)nc(NCc3ccccc3)n2)cc1
0.3	CCN(CC)c1ccc(C(=S)NC2CCCCC2)cc1
-1.8	CC(=O)Nc1nc(C)c(-c2csc(Nc3ccccn3)n2)s1
1.2	COc1cc2oc(=O)cc(-c3ccc(-c4ccc(N(C)C)cc4)cc3)c2c(OC)c1OC
-3.2	O=c1oc2ccccc2c(NCc2ccc(Cl)cc2)c1[N+](=O)[O-]
1.3	COc1cc2sc(NC(=O)c3ccco3)nc2cc1Cl
3.3	CC(C(=O)NC(C)(C)C)N(C(=O)CS(=O)CC(=O)Nc1ccc(F)cc1)c1ccccc1F (stereo not drawn)
2.0	N/C(Cc1cccs1)=N\OC(=O)COc1ccc(Cl)cc1Cl
1.3	OCc1ccccc1CN1CCCCCC1
-0.6	Cc1ncc(CN2CCC(C(=O)Nc3ccc(-n4cccn4)cc3)CC2)s1
-0.7	COc1ccc(S(=O)(=O)Nc2c(C)nc3nc[nH]n3c2=O)cc1

# Copied from the entries so far (two entries):
TTR transcr act	Compound
-0.6	Cc1ncc(CN2CCC(C(=O)Nc3ccc(-n4cccn4)cc3)CC2)s1
-0.7	COc1ccc(S(=O)(=O)Nc2c(C)nc3nc[nH]n3c2=O)cc1

# Other results.
TTR transcr act	Compound
3.3	CCOC(=O)CNc1c(N2CCN(c3ccccn3)CC2)c(=O)c1=O
0.6	C=CCOc1cccc(C(=O)Nc2ncn[nH]2)c1
1.1	O=c1[nH]c(Nc2ccc(F)cc2)cc2ccccc12
0.5	Cc1ccc(-c2csc3ncnc(Oc4cccc5ccc(C)nc45)c23)cc1
-3.8	COC(=O)c1cn(CC(=O)N2C(C)CCCC2C)c2ccccc12 (stereo not drawn)
-0.7	CCCOc1ccc(N2C(=O)CC(NCCNc3ccc([N+](=O)[O-])cn3)C2=O)cc1 (stereo not drawn)
-3.1	O=C1CCCC2=C1C(c1ccc(Cl)cc1)N1C(=O)CCSC1=N2 (stereo not drawn)
-0.3	Cc1cccc(C)c1-n1nnnc1C1(C)CCC(=O)N1CCCn1ccnc1 (stereo not drawn)
-1.1	COc1ccc(-n2ncc3c2CC(C)(C)CC3NC(=O)c2oc(C)cc2C)cc1 (stereo not drawn)
-0.1	COc1ccc(NCc2nnc(SCCN3CCCCC3)n2-c2ccc(C)cc2)cc1
-0.2	COC(=O)C[C@H]1CC[C@@H](NS(=O)(=O)c2ccc(C)cc2)[C@@H](CO)O1
2.3	COc1ccc2nc(N3CCC(C)CC3)c(C#N)cc2c1
1.2	O=C(c1cc(-c2ccco2)on1)N1CCOCC1
0.9	CCCCNC(=O)NC(C(=O)OC)C12CC3CC(CC(C3)C1)C2 (stereo not drawn)
-0.2	Cc1ccc(NC(=O)Nc2ccccc2C#N)c(Cl)c1
1.9	CSc1nnc2c(n1)OC(c1ccccn1)N(C(C)=O)c1ccccc1-2 (stereo not drawn)
-0.2	O=C(NNC(=S)Nc1cccc(C(F)(F)F)c1)c1ccc(Cl)cc1Cl
-0.6	CCn1c(SCC(N)=O)nc2ccccc2c1=O
-1.0	Cn1nc(C(C)(C)C)cc1C(=O)N1CCCCC1c1cc(C(=O)Nc2cccc3c2CCCC3)no1 (stereo not drawn)
0.1	Nc1nc(NCC2CCCO2)nc(Nc2cccc(Cl)c2)c1[N+](=O)[O-] (stereo not drawn)
0.1	CCOc1cc(C(=O)NC(C)c2ccncc2)cc(OCC)c1OCC (stereo not drawn)
0.7	CCN(CC)c1ccc(/C=N/N2CCN(Cc3ccccc3)CC2)cc1
5.5	Nn1c(=O)c2ccccc2n2c(SCc3ccc(C(F)(F)F)cc3)nnc12
0.3	CCN1CCN(CC(=O)Nc2cccc(C)c2)C(=O)C1=O
-0.8	COc1ccc(-c2nc(CN3CCC(C(=O)N4CCOCC4)CC3)c(C)o2)c(OC)c1
-5.3	C(=N\c1ncnc2sccc12)/NOCc1ccccc1
-1.9	CC(=O)Nc1cnc(-c2ccccc2O)cn1
-4.0	COc1cc(OC)c2c(C)cc(=O)oc2c1C(CCN1CCOCC1)c1ccc(N(C)C)cc1 (stereo not drawn)
-0.8	CCOC(=O)CSc1cc(C)c(C#N)c2nc3ccccc3n12
1.3	CCOC(=O)CN(C(=O)CSc1nnc(-c2ccncc2)n1CCCOC)c1ccccc1
2.9	CCc1ccc(CCC(=O)Nc2ccc(C)c(C)c2)o1
-1.4	N#CNC(=Nc1ccc(F)cc1)SCc1ccccc1
-1.8	COc1ccc(-c2c[n+](CC(=O)N3c4ccccc4Sc4ccccc43)c3n2CCC3)cc1
-1.8	COc1ccc(NC(=O)CNC(c2ccccc2)c2ccccc2)cc1
3.2	COc1ccc(C(=O)OCC(=O)NC2CC2)cc1[N+](=O)[O-]
-3.3	c1ccc2sc(C3CCN(Cc4nnnn4Cc4ccc5c(c4)OCO5)CC3)nc2c1
1.0	CC12CCC3c4ccc(O)c([N+](=O)[O-])c4CCC3C1CCC2=O (stereo not drawn)
1.1	Cc1ccc(S(C)(=O)=NS(=O)(=O)c2cccc3nsnc23)cc1 (stereo not drawn)
0.3	CNS(=O)(=O)c1cccc(C(=O)OCC(=O)NC2CCCC(C)C2C)c1 (stereo not drawn)
